SIRT5 block: sirtuin-5 (human) deacylase inhibition | 1.1% of 330,000 active | inhibition, % at 15 µM | Purified SirT5, succinyl-peptide AMC, trypsin-coupled fluorescence | Q9NXA8; in the data active = inhibition above about 15%
Target sequence (Q9NXA8 whole entry, looked up): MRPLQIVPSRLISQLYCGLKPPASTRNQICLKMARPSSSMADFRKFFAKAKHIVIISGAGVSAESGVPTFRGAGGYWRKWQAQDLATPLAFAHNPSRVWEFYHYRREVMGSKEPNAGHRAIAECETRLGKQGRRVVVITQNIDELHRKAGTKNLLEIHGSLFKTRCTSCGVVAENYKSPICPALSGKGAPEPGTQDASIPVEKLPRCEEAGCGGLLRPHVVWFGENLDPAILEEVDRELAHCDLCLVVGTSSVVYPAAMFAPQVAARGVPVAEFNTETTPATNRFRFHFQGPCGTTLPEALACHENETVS
LGR2 inh: inhibitors of bursicon-induced Drosophila LGR2 receptor cAMP signaling; 0.35% of 380,000 active; AID 720647; HEK293 LGR2, CRE-luciferase, bursicon-stimulated, 4 h; inhibition, % at 9.99 µM;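 active = drop in luminescence signal, shown as inhibition above about 50% in the replicate tests, limit read from the data, passing the limit was not always enough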;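 note: agonist challenge used bursicon conditioned medium at about half maximal strength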
S100A4 inh HTS: blocks human S100A4 binding to myosin IIA peptide; S100A4/TAMRA-MyoIIA peptide fluorescence polarization; inhibition, % at 10.7 µM; 0.14% of 360,000 active; AID 652163;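 active = mean inhibition of at least 70% across replicates, with every replicate also reaching that level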
Target sequence (P26447 whole entry, looked up): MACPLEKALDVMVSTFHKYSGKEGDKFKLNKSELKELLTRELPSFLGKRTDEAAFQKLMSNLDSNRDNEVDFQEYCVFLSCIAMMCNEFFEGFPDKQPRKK
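Material: human S100A4 monomer with TAMRA-labelled myosin IIA peptide; buffer or medium: HEPES pH 7.2 with CaCl2, KCl, NaCl, DTT, Triton; compound dosing: one concentration per compound; schedule: 5 min incubation before reading; benchmarks: neutral control DMSO, positive control TFP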
esBAF inh: inhibitors of esBAF chromatin remodeling in mouse ES cells. reporter increase, % at 12.5 µM. 2% of 350,000 active. Bmi1-luciferase knock-in reporter, 24 h; 100% = twice the neutral-well signal; in the data active = activation above about 40%;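 note: 0% = median of the plate's neutral control wells and 100% = double that signal; a rise in the Bmi1 reporter signal indicates esBAF inhibition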
FN deposit inh: fibronectin deposition inhibition | AH1F fibroblasts, Alexa488-fibronectin deposition fluorescence, overnight | inhibition, % at 12.6 µM | 0.086% of 350,000 active | AID 743247;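 active = mean inhibition across replicates of 30% or more, regardless of how many single replicates reach that level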;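 note: positive control wells lacked labelled fibronectin entirely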
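Test system: AH1F fibroblast monolayer depositing Alexa488-labelled fibronectin into matrix. Input: 10000 cells per well. Technique: fluorescence, ex 485 nm, em 525 nm. Buffer or medium: DMEM plus 2% serum, read in PBS. Timing: 1 h cell adhesion before compound, then overnight fibronectin incubation. Compound: single dose, pinned. Read-out basis: inhibition from reduced deposited-fibronectin fluorescence.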
CASP6 VEID inh: caspase-6 (human) enzyme inhibition. P55212. purified caspase-6, Z-VEID-R110 cleavage fluorescence. inhibition, % at 12.5 µM. 0.53% of 350,000 active;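 active = mean inhibition across replicates at least about 35%, with every replicate also reaching that limit, limit read from the data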;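 note: 0% = median of neutral control wells and 100% = no fluorescence left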
Target sequence (P55212 24-179 limits assumed): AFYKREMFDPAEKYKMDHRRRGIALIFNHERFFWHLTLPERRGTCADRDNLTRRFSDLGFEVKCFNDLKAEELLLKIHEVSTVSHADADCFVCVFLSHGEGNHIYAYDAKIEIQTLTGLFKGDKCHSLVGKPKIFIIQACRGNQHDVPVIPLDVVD
Target sequence (P55212 194-293 limits assumed): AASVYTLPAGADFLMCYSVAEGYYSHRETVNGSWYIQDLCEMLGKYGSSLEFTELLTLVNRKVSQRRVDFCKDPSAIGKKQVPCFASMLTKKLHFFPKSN
Statin myotox sup: suppressors of simvastatin-induced myotoxicity in C2C12 myotubes | ATP luminescence, 48 h; scaled: DMSO 0, geranylgeraniol control 100 | rescue of ATP level, % at 7.49 µM | 0.78% of 330,000 active;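 active = mean ATP rescue above about 67%, or every replicate alone reaching that limit, limit read from the data, passing the limit was not always enough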;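 note: myotubes were challenged with 10 µM simvastatin during compound exposure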
Numbers without * were called inactive; nt = not tested or not shown; & = joins results of further samples. These rows are one share of the data (hit frequency here may not be typical).

#	canonical_smiles	Statin myotox sup	S100A4 inh HTS	FN deposit inh	SIRT5 block	esBAF inh	CASP6 VEID inh	LGR2 inh
1	COc1cc(C(=O)NCCCc2ccccc2)cc(OC)c1OC	-7	0	3	-2	-7	-3	-13
2	CCOC(=O)c1c[nH][nH]c1=O	-5	-2	4	0	2	0	3
3	Cc1ccc(-c2csc3ncnc(Cl)c23)cc1	-4	-6	-1	-2	1	0	0
4	COc1ccccc1CC(=O)N(Cc1ccccc1)c1ccc(C)cc1	17	-1	-1	1	14	1	6
5	C[C@@H]1CN([C@H](C)CO)C(=O)c2cc(Br)cnc2O[C@@H]1CN(C)C(=O)c1cccc(F)c1	-1&3	-6&7	4	-2&0	1&1	1&-3	1&1
6	Cc1ccc(NC(=O)C2CCCN(C(=O)c3ccc(Cl)cc3)C2)cc1C (stereo not given)	-4	1	-15	-3	69*	nt	-41
7	CCCCCC(=O)NNC1CC(=O)N(c2cccc(OCC)c2)C1=O (stereo not given)	nt	1	5	nt	nt	14	nt
8	Cc1ccc(C)c(NC(=O)C(c2ccccc2)N2CCN(CC(=O)NC3CC3)CC2)c1 (stereo not given)	nt	1	4	-3	nt	2	-7
9	Cc1cccc(S(=O)(=O)N2CC[C@@H]3[C@H](CO)Nc4ccc(-c5ccccc5F)cc4[C@@H]32)c1	7	nt	4	nt	-2	nt	22
10	CCOC(=O)c1ccc(NS(C)(=O)=O)cc1	4	nt	nt	nt	3	nt	1
11	COc1cccc(C#Cc2ccc3c(c2)O[C@H](CN(C)C(=O)c2ccccn2)[C@@H](C)CN([C@H](C)CO)S3(=O)=O)c1	2	nt	11	nt	3	nt	-16
12	CCc1cc(=O)oc2cc(OC(=O)c3ccco3)ccc12	7	-4	7	1	-1	-1	11
13	O=C(CCCc1ccccc1)Nc1cccnc1Cl	14	1	1	nt	10	3	-35
14	OC1CCN(Cc2cccc3ccccc23)CC1	-10	-1	8	0	-3	0	6
15	COc1ccc(OC)c(CN2CCN(C(=O)c3ccc(NS(=O)(=O)c4cccc([N+](=O)[O-])c4)cc3)CC2)c1	14	-6	0	0	2	-7	3
16	CCOC(=O)c1c(S(=O)(=O)NCC(=O)N2CCN(c3ccccc3OC)CC2)c(C)n(C)c1C	6	3	0	-2	3	nt	-6
17	OCC1(CCOc2ccccc2)CCN(C2Cc3ccccc3C2)CC1	nt	1	0	-3	nt	-1	-7
18	Cc1ccc(NC(=O)CCNC(=O)c2ccccc2Cl)cc1S(=O)(=O)N1CCOCC1	5	-13	4	-2	-5	0	18
19	CS(=O)(=O)c1ccc(-c2csc(C(O)c3cccc(Cl)c3)n2)cc1 (stereo not given)	-4	-26	9	-3	-1	2	-39
20	Fc1ccc(NC(=S)N2CCN(c3ccccn3)CC2)cc1Cl	9	-1	0	-3	4	1	3
21	COc1ccccc1CNC(=O)C[C@@H]1C[C@H]2c3cc(NC(=O)C4CCOCC4)ccc3O[C@H]2[C@@H](CO)O1	3	9	4	-1	-3	-6	-17
22	C[C@@H](NC(=O)C[C@@H]1CC[C@@H]2[C@H](COC[C@@H](O)CN2C(=O)Nc2cccc(Cl)c2)O1)c1ccccc1	11	nt	-7	nt	16	nt	-4
23	CCNc1ccc(C(=O)OCC(=O)NCCN2C(=O)CSC2=O)cc1[N+](=O)[O-]	nt	4	nt	0	nt	1	10
24	O=C1C=CN2CCCC2CC1 (stereo not given)	-16	-5	-5	nt	-1	-10	-62
25	CC(C)CC#Cc1ccc2c(c1)O[C@@H](CN(C)C(=O)Cc1ccncc1)[C@H](C)CN([C@@H](C)CO)S2(=O)=O	-10	-12	nt	4	2	4	-6
26	Brc1ccc(-c2csc(N/N=C/c3ccc4c(c3)OCO4)n2)cc1	nt	-4	-3	0	nt	-1	nt
27	O=C(N/N=C/c1ccncc1)c1cccc(S(=O)(=O)N2CCCC2)c1	1	-3	0	1	6	1	-2
28	O=C(CN1CCN(c2ccc(O)cc2)CC1)Nc1ccccc1C(=O)NCCc1ccccc1	-29	-2	3	2	8	-1	-5
29	CCCN1CCC(NC(=O)Nc2ccc([N+](=O)[O-])cc2)CC1	-14	3	-33	17*	-3	-5	27
30	COC(=O)c1cn(Cc2cccnc2)c(=O)c2ccccc12	-4	-3	-9	-4	-2	5	6
31	COc1ccc(-c2csc(NC(C)=O)n2)cc1OC	0	nt	6	nt	29	nt	nt
32	O=C(Nc1ccc(C(F)(F)F)cc1)N[C@@H]1CC[C@H](CCn2cc(C3(O)CCCC3)nn2)O[C@@H]1CO	-16	20	nt	18*	-28	-4	-15
33	COC(=O)c1oc2c(c1C)C(=O)CC(C)(C)C2	-2	2	12	-1	0	2	-1
34	C[C@@H]1CCCCO[C@H](CN(C)Cc2ccccc2)[C@@H](C)CN([C@@H](C)CO)C(=O)c2cc(NC(=O)Cc3ccccc3)ccc2O1	nt	-7	-12	-7	-2	-2	20
35	NS(=O)(=O)c1ccc(NC(=O)COC(=O)c2c3c(nc4ccccc24)/C(=C\c2ccc4c(c2)OCO4)CCC3)cc1	nt	-24	17	nt	nt	0	21
36	Cc1ccccc1C(=O)O/N=C(\N)Cc1cccs1	-6	0	nt	0	53*	2	-33
37	CN1C(=O)c2cc(NC(=O)c3cccc(F)c3)ccc2OC[C@@H]2O[C@@H](CC(=O)NCc3ccccc3Cl)CC[C@@H]21	27	0	1	2	6	1	9
38	CC(C)C(=O)Nc1cc(C(F)(F)F)ccc1-n1ccnc1	nt	6	3	2	nt	-1	-40
39	O=C(CN1CCN(C(=O)c2cccs2)CC1)NC1CCCCC1	-9	nt	nt	nt	-12	nt	-20
40	COc1ccccc1C#Cc1ccc([C@H]2[C@H](C#N)N(C(=O)C3CCCC3)[C@H]2CO)cc1	nt	-2	13	3	nt	1	80*
41	COc1ccc(C2=C/C(=C\c3ccc(OC(C)=O)cc3)C(=O)O2)cc1	-5	-19	-8	-4	-1	-3	8
42	COc1cc2ccccc2cc1C(=O)N/N=C/c1ccc2c(c1)OCO2	-70	-4	1	-4	-2	-3	-13
43	O=C(c1cccnc1)N1CCN(c2ccc3ccccc3n2)CC1	nt	4	nt	0	nt	-2	11
44	Cn1c(=O)c2c(nc(NCC3CCCC(CN)C3)n2Cc2ccc(Cl)cc2Cl)n(C)c1=O (stereo not given)	7	4	-2	-2	2	-17	1
45	O=S(=O)(N1CCCCC1)N1CCN(c2cc(Cl)ccc2Cl)CC1	nt	-8	nt	2	nt	1	13
46	COc1ccc(NC(=O)N(C)C[C@@H]2Oc3ccc(NS(=O)(=O)c4ccc(OC)cc4)cc3CC(=O)N([C@H](C)CO)C[C@@H]2C)cc1	-4	8	nt	1	6	1	-6
47	C1CCN(c2nc3nonc3nc2NCC2CCOCC2)CC1	1	-1	3	6	9	-1	-1
48	Cc1cc(C)c(NC(=O)CS(=O)CC(=O)NCCN2CCCCCC2)c(C)c1 (stereo not given)	-1	-4	-7	-2	1	-28	5
49	COC(=O)/C=C1\OCc2ccccc21	nt	-1	1	1	nt	-1	-5
50	O=[N+]([O-])c1ccc(O)c(CNCc2ccccc2)c1	nt	5	5	nt	nt	2	13
51	Cc1ccc(CCN2CC(C(=O)O)CC2=O)cc1 (stereo not given)	5	nt	nt	nt	4	nt	12
52	CC(=O)N1[C@@H]2c3ccc(-c4ccccc4)c(=O)n3C[C@H]1[C@H](CO)[C@H]2C(=O)NCC1CC1	2	3	nt	-37	4	1	4
53	O=C(NCc1ccc2c(c1)OCO2)C1CC(=O)N(c2ccc(F)cc2)C1 (stereo not given)	7	nt	8	nt	1	nt	nt
54	CCn1c(=S)sc2c(=O)n(CC(=O)Nc3ccccc3OC)c(C)nc21	-4	-2	1	0	-8	-8	-9
55	C[C@@H]1CN([C@H](C)CO)C(=O)c2cc(NS(=O)(=O)c3cccs3)ccc2O[C@@H](C)CCCCO[C@H]1CN(C)Cc1ccc(C(=O)O)cc1	nt	5	nt	8	nt	0	3
56	O=C(NCc1ccccc1)[C@H]1[C@H](CO)[C@H]2Cn3c(cccc3=O)[C@@H]1N2Cc1cccnc1	-5	-5	nt	0	-1	-5	-5

Part of the list above in order of SMILES length, largest number first:
#	canonical_smiles	Statin myotox sup	S100A4 inh HTS	FN deposit inh	SIRT5 block	esBAF inh	CASP6 VEID inh	LGR2 inh
55	C[C@@H]1CN([C@H](C)CO)C(=O)c2cc(NS(=O)(=O)c3cccs3)ccc2O[C@@H](C)CCCCO[C@H]1CN(C)Cc1ccc(C(=O)O)cc1	nt	5	nt	8	nt	0	3
46	COc1ccc(NC(=O)N(C)C[C@@H]2Oc3ccc(NS(=O)(=O)c4ccc(OC)cc4)cc3CC(=O)N([C@H](C)CO)C[C@@H]2C)cc1	-4	8	nt	1	6	1	-6
52	CC(=O)N1[C@@H]2c3ccc(-c4ccccc4)c(=O)n3C[C@H]1[C@H](CO)[C@H]2C(=O)NCC1CC1	2	3	nt	-37	4	1	4
44	Cn1c(=O)c2c(nc(NCC3CCCC(CN)C3)n2Cc2ccc(Cl)cc2Cl)n(C)c1=O (stereo not given)	7	4	-2	-2	2	-17	1
48	Cc1cc(C)c(NC(=O)CS(=O)CC(=O)NCCN2CCCCCC2)c(C)c1 (stereo not given)	-1	-4	-7	-2	1	-28	5
53	O=C(NCc1ccc2c(c1)OCO2)C1CC(=O)N(c2ccc(F)cc2)C1 (stereo not given)	7	nt	8	nt	1	nt	nt
42	COc1cc2ccccc2cc1C(=O)N/N=C/c1ccc2c(c1)OCO2	-70	-4	1	-4	-2	-3	-13
45	O=S(=O)(N1CCCCC1)N1CCN(c2cc(Cl)ccc2Cl)CC1	nt	-8	nt	2	nt	1	13
43	O=C(c1cccnc1)N1CCN(c2ccc3ccccc3n2)CC1	nt	4	nt	0	nt	-2	11
50	O=[N+]([O-])c1ccc(O)c(CNCc2ccccc2)c1	nt	5	5	nt	nt	2	13
47	C1CCN(c2nc3nonc3nc2NCC2CCOCC2)CC1	1	-1	3	6	9	-1	-1
51	Cc1ccc(CCN2CC(C(=O)O)CC2=O)cc1 (stereo not given)	5	nt	nt	nt	4	nt	12
49	COC(=O)/C=C1\OCc2ccccc21	nt	-1	1	1	nt	-1	-5

Additional results follow.
#	canonical_smiles	Statin myotox sup	S100A4 inh HTS	FN deposit inh	SIRT5 block	esBAF inh	CASP6 VEID inh	LGR2 inh
57	COCCN(C(=O)COC(=O)c1ccco1)c1c(N)n(Cc2ccccc2)c(=O)[nH]c1=O	13	-3	15	0	6	1	-5
58	CC(C)CC#Cc1ccc2c(c1)O[C@@H](CN(C)C(=O)C1CCC1)[C@@H](C)CN([C@@H](C)CO)S2(=O)=O	-10	3	nt	4	3	0	-12
59	Cc1ccc(-c2ccccc2[C@H]2[C@@H](C#N)N(C(=O)Cc3cccnc3)[C@H]2CO)cc1	nt	-37	-12	nt	nt	3	-14
60	CCc1nnc(NC(=O)CSc2sc3c(O)cc(=O)[nH]c3c2C#N)s1	31	-9	0	29*	-6	65*	-3
61	CC(=O)Nc1ccc(NC(=O)COC(=O)c2c(-c3ccccc3)noc2C)cc1	5	-4	3	-7	2	2	4
62	Cc1noc(C)c1COC(=O)c1ccc(N(C)C)cc1	nt	3	-14	0	nt	1	-3
63	N#Cc1nc(COc2ccc(F)cc2)oc1N1CCCCC1	nt	-2	1	0	nt	-1	0
64	C[C@H](CO)N1C[C@H](C)[C@H](CN(C)Cc2cncnc2)Oc2cc(C#CC3CCCC3)ccc2S1(=O)=O	5	3	12	17*	-2	-1	-18
65	COc1ccccc1N1CCN(S(=O)(=O)c2ccc3c(c2)NC(=O)C(C)C(=O)N3)CC1 (stereo not given)	13	2	2	-2	-1	1	nt
66	OCCN1CCN(c2cc(-c3ccc4ccccc4c3)nc3ccnn23)CC1	0	15	-7	-3	8	-1	-23

From PubChem BioAssay
